RT RNaseH block: HIV-1 RT RNase H inhibitors, primary screen, biochemical, fluorescence; Gag-Pol polyprotein (Human immunodeficiency virus type 1 group M subtype B (isolate …; RT-RNase H RNA/DNA duplex cleavage; inhibition, % at 10 µM; 65,000 compounds, 1.9% hits; AID 565, 2006; in the data active = inhibition above about 50%
RmlC RmlD mix: RmlC and RmlD coupled enzyme inhibitors, primary screen, biochemical, 384-well, compound mixtures, retest. RmlC/RmlD coupled enzyme inhibition, 384-well mixture HTS. inhibition, % at 5.5 µM. 110,000 compounds, 0.39% hits. AID 1532, 2009; in the data active = inhibition above about 30%, passing the limit was not always enough; inconclusive = no clear call, values can overlap the other calls; also: strong numbers were not always called active
An asterisk follows results filed as active; ? = inconclusive; . = no result given. A portion of the library, so the mix of outcomes need not match the whole.

Compound,RT RNaseH block,RmlC RmlD mix
CNC(=O)C1CCN(C(=O)c2ccc(-c3ccccc3)cc2)CC1,.,2
CC(C)(C)OC(=O)NCCc1nnc(SCc2ccc(Cl)cc2Cl)o1,.,113
COC(=O)Cc1c(C)nc2nc(-c3ccc(Cl)cc3)[nH]n2c1=O,.,5
COCCOC(=O)C1=C(C)Nc2nc(C)nn2C1c1ccc(F)cc1 (centres undefined),-4,-10
CN1CCCCc2c1[nH]c1ccccc1c2=O,3,0
COc1cc2[nH]c3c(c2cc1OC)CCN1CCCC[C@@H]31,.,-10
O=C(C1CCN(S(=O)(=O)c2cccc3nsnc23)CC1)N1CCn2c1nc1ccccc12,-27,.
c1ccc(CNc2nc3ccccc3[nH]2)cc1,-1,6
O=C(NCCC1=CCCCC1)C(c1ccccc1)c1ccccc1,.,-8
COc1ccccc1CN1C(=O)[C@@H]2Cc3c([nH]c4ccccc34)C(C)(C)N2C1=O,.,-13
Clc1cccc(C2=NOC(c3nnc(-c4ccccc4)o3)C2)c1 (centres undefined),.,9
CCOC(=O)CSc1nc2cc(C(=O)OC)ccc2c(=O)n1CCN1CCOCC1,.,-96
O=C(COc1ccccc1)N1CCN=C1c1ccccc1,-19,11
Nc1ccc(Nc2ccccc2)c(Cl)c1,-14,-14
CCOC(=O)COc1ccc(S(=O)(=O)NCc2cccnc2)cc1,1,-18
O=C(CSc1nnc(C2COc3ccccc3O2)o1)N1CCCc2ccccc21 (centres undefined),33,-27
COc1cccc2cc(C(=O)N3CCN(c4ccc(C)cc4C)CC3)c(=O)oc12,-1,8
Cc1cc2cc(CN(Cc3ccco3)S(=O)(=O)c3c(C)ccc4nsnc34)c(=O)[nH]c2cc1C,.,-5
COc1c(CC=C(C)C)c(O)cc2oc(=O)c3c4ccc(O)cc4oc3c12,.,-103
NC(=O)CSc1nc2cc3c(cc2c(=O)n1CCCC(=O)NCc1ccc2c(c1)OCO2)OCO3,.,-9
Nc1c(C(=O)C2CC2)sc2nc(-c3cccs3)cc(C(F)(F)F)c12,.,-7
FC(F)(F)c1cc(C(F)(F)F)c2ccc(N3CCN(c4ccccc4)CC3)nc2n1,.,15
Cn1c(=O)c2c(nc(SCCN3CCOCC3)n2Cc2cccc3ccccc23)n(C)c1=O,-8,-2
O=c1cc(-c2cccc(Br)c2)oc2cccc(O)c12,.,1
CC(C)(C)c1ccc(-c2ccc3c(c2)S(=O)(=O)c2ccccc2C3=O)cc1,.,50
COc1ccc(OCCCC(=O)Nc2ccc3c(c2)OCO3)cc1,0,-12
CCC(C)[C@H](NC(=O)NC1CCN(Cc2ccccc2)CC1)C(=O)OC (some centres undefined),.,-12
O=C([C@@H]1CC=C[C@@H]2CCN(C3CCCCC3)C(=O)[C@@H]21)N1CCN(c2ccccc2)CC1,.,-9
Cc1cccc(N(C(=O)Nc2ccccc2)C2=NCC(C)S2)c1 (centres undefined),-19,-12
O=C(c1ccccc1)N1CCN(C2C3CC4CC(C3)CC2C4)CC1 (centres undefined),.,-3
COc1ccc2c(C)c(C(=O)O)oc2c1,.,-10
O=C(COC(=O)C1CC(=O)N(c2nc(-c3ccccc3)cs2)C1)c1ccccc1 (centres undefined),.,-18
O=C(c1cnn2c(C(F)F)cc(C3CC3)nc12)N1CCCC1,.,0
O=C(Nc1cccc(F)c1)c1ccccc1,.,8
CCC(=O)N1CCN(c2ccc(OC)cc2[N+](=O)[O-])CC1,.,11
O=[N+]([O-])c1ccc(C(=Nc2cccc3ccccc23)N2CCOCC2)cc1,.,9
C#CCOCCOCCOCCNc1nc(N2CCN(C(=O)[C@H]([C@@H](C)CC)n3cc([C@@H](N)CO)nn3)CC2)nc(N2CCN(C(=O)[C@H](Cc3ccc(O)cc3)n3cc([C@@H](N)C(C)CC)nn3)CC2)n1 (some centres undefined),.,4
Clc1cccc(-c2cc3nc4c(c(N5CCNCC5)n3n2)CCCC4)c1,.,-8
COc1cc(C2c3sc(=O)[nH]c3SC3C4CCC(C4)C23)ccc1O (centres undefined),37,19
O=C(NCC(=O)N(Cc1ccco1)C(C(=O)NC1CCCCC1)c1cccnc1)c1ccco1 (centres undefined),-7,2
Cc1nnc2ccc(N3CCC(C(N)=O)(N4CCCCC4)CC3)nn12,-7,.
CCOCCOC(=O)c1[nH]c2c(c1C)C(=O)CC(c1ccc(N(C)C)cc1)C2 (centres undefined),-3,8
COc1ccc(OCC(O)CN2CCCCC2)cc1 (centres undefined),-2,7
CC1Cc2ccccc2N1C(=O)CN1CCc2ccccc2C1 (centres undefined),-1,.
Cc1ccc(S(=O)(=O)N2CCN(C(=O)CCC(=O)OCC(=O)Nc3cccc(C#N)c3)CC2)cc1,-2,6
C/C(=N/NC(=O)Cc1cccn1C)c1ccccc1,.,-8
CCCCN(CC)CCCNC(=O)c1cc2c(=O)n(C)c3ccccc3c2n1C,-1,-10
O=C1CCCC2=C1C1(CCCCC1)N=C(Nc1nc3ccccc3s1)N2,5,-35
CSc1nnc(-c2sc3cc(C(F)(F)F)cnc3c2-c2ccccc2)n1C,.,-12
CC(=O)NS(=O)(=O)c1cccnc1Nc1cccc(Cl)c1,.,-5
Cc1ccccc1-n1nc(C)c2cc(C(=O)N3CCOCC3)sc21,-7,-13
Cc1cc(C)n2nc(SCC(=O)N3CCC4(CC3)OCCO4)nc2n1,-1,8
Cc1ccc(NC(=O)CN2C(=O)S/C(=C\c3cc(C)n(C)c3C)C2=O)cc1,.,-25
CCCOc1ccc(N2C(=O)CC(N3CCN(C(=O)c4ccco4)CC3)C2=O)cc1 (centres undefined),-3,-16
c1cncc(-c2nc(N3CCCCCC3)c3ccccc3n2)c1,-28,.
COc1ccc2oc3ccc(OC)cc3c(=O)c2c1,.,-66

(more compounds)
Compound,RT RNaseH block,RmlC RmlD mix
O=C(SCC(O)C(O)CS)c1cccs1 (centres undefined),.,-6
Nc1nnc(SCC(=O)Nc2ccc(F)c(Cl)c2)n1-c1ccccc1,-19,-44
CCOC(=O)N1CCN(C(=O)Cn2nc(C)c3sc4ccccc4c3c2=O)CC1,-13,15
O=C1c2ccccc2C(=O)N1OCc1ccccc1,-12,-42
CC1CN(C(=O)c2ccccc2C(=O)c2ncc[nH]2)CC(C)O1 (centres undefined),-10,7
Nc1nc2n(n1)C(c1ccco1)CC(c1ccc(Cl)cc1)N2 (centres undefined),-1,-8
Cn1nc(C(F)(F)F)c(/C=N/OC(=O)c2ccccc2Cl)c1SCc1ccc(Cl)cc1,.,-10
CN(c1ccccc1C(=O)Nc1ccc2c(c1)OCO2)S(C)(=O)=O,16,10
O=C(NC1CCCCC1)N1CCN(C2CCCCC2)CC1,-9,-6
Cc1cc(SCC(=O)c2ccccc2)nc(SCC(=O)c2ccccc2)n1,.,-11
COC(=O)[C@H](C)NC(=O)NC1CCCc2ccccc21 (some centres undefined),-10,2
CCOC(=O)C1CCN(Cc2coc3c(Cl)cc(Cl)cc3c2=O)CC1,.,6
COc1ccc(C(C)=O)cc1CSc1nnc(C)s1,-81,-11
COc1ccc(N(CC(=O)Nc2ccc(C)cn2)S(=O)(=O)c2c(C)noc2C)cc1,-12,-2
COc1cc(S(=O)(=O)N2CCC(O)(c3cccc(C(F)(F)F)c3)CC2)ccc1-n1cnnn1,-1,-15
Cc1cc(C)c2c(c1)C1C=CCC1C(c1ccc(S(=O)(=O)N3CCOCC3)cc1)N2 (centres undefined),.,-9
COc1cccc(-c2nn(-c3ccccc3)cc2C(=O)n2nnc3ccccc32)c1,.,22
CCC(=O)NCCCCNC(=O)CC,-6,-5
O=C(CCC(=O)N1CCN(C2CCCC2)CC1)Nc1nnc(C(F)(F)F)s1,-6,-12
c1coc(-c2nnc3sc(C4CCCCC4)nn23)c1,75*,-6
CCOc1ccc(-c2nn3c(-c4ccc(F)cc4)nnc3s2)cc1,44,-5
CCOC(=O)c1cnc2c(cnn2C)c1NCCC(O)C(F)(F)F (centres undefined),.,-19
CN1CCN(CC(=O)NC2CCCCC2)CC1,.,0
CCCCn1c2c(c(=N)c3c1CCC3)CCC2,-6,5
COc1ccc(CCC(=O)N2c3ccccc3CC2C)cc1 (centres undefined),-33,-9
CC(=O)[C@@]1(O)CC[C@H]2[C@@H]3CCC4=CC(=O)CC[C@]4(C)[C@H]3[C@@H](O)C[C@@]21C,-2,2
CCOc1ccccc1C(=O)NC(C(=O)Nc1ccccc1N1CCOCC1)C(C)C (centres undefined),-3,5
CCOC(=O)C(C(=O)OCC)C1N=C(N)N=C2Oc3ccccc3N21 (centres undefined),21,-3
CCOC(=O)c1c(NC(=O)/C=C/c2ccc3c(c2)OCO3)sc(C)c1C,.,2
COc1cc(/C=C2/CCC/C(=C\c3cc(O)c(OC)c(Cl)c3)C2=O)cc(Cl)c1O,.,0
O=c1[nH]c(=O)n(CCc2ccc(F)cc2)c(O)c1C=NCCCN1CCOCC1,-13,8
O=c1c(C/C=C/c2ccccc2)c(O)nc2n1CCCS2,-7,-12
CCOC(=O)COc1cccc2c(=O)n(CC(=O)N3CCN(C(=O)OCC)CC3)ccc12,-7,5
Cn1cnnc1SCC(=O)N1N=C2/C(=C/c3ccco3)CCCC2C1c1ccco1 (centres undefined),.,-9
CSc1ncc(Cl)c(C(=O)Nc2ccc(S(=O)(=O)N3CCOCC3)cc2)n1,-54,-15
COc1ccc2[nH]c3c(=O)n(CCCCC(=O)N4CCC(C(N)=O)CC4)c(=S)[nH]c3c2c1,7,-7
O=C(N/N=C/c1ccc2c(c1)OCO2)c1sc2cccc(Cl)c2c1Cl,.,-12
CC(C)OC(=O)c1cccc(C(=O)OCc2ccco2)n1,-7,.
Cc1cc(C)c2c(N)c(C(=O)Nc3ncc(C)s3)sc2n1,.,25
COCCN(CC(=O)Nc1ccc(F)cc1)S(=O)(=O)c1ccc(S(=O)(=O)N2CCCC2)cc1,-5,-4
Cc1ccccc1CSCC(=O)c1c(N)n(CC(C)C)c(=O)n(C)c1=O,.,-7
COc1cccc2c(=O)n(CC(=O)N3CCCCC3)ccc12,.,-10
COc1ccc2c(c1)O[C@@H](c1ccc3c(c1)OCO3)[C@H](OC(=O)Nc1cc(OC)c(OC)c(OC)c1)C2=O,.,5
Cn1c(=O)c2c(SCc3ccccn3)nc(CC(C)(C)C)nc2n(C)c1=O,.,-12
O=S(=O)(c1ccccc1)N(Cc1ccccc1)c1ccccn1,.,-14
CCS(=O)(=O)C(=C1Nc2ccccc2N1)S(=O)(=O)CC,.,-23
O=C1c2cccnc2C(=O)N1Cc1ccc(F)cc1,-14,0
COc1c(OC)c(O)c2c(=O)c(O)c(-c3ccccc3)oc2c1OC,.,9
COc1cccc(C(C#N)N2N=C(C)CC2(C)C)c1O (centres undefined),.,-4
COc1cc(OC)c(NC(=O)c2ccc(Br)o2)cc1Cl,-15,-7
Cn1nccc1/C=C(/C#N)S(=O)(=O)c1ccccc1,5,16
CCCCOC(=O)Nc1ccc(S(=O)(=O)Nn2cnnc2)cc1,-17,10
CCc1cc2cccc(C)c2nc1SCC(=O)N1CCN(C(=O)c2ccco2)CC1,-21,-19
O=S(=O)(N1CCCCC1)n1nnc2ccccc21,-104,21
CCOC(=O)C(CSCc1ccccc1)NC(=O)OC(C)(C)C (centres undefined),.,-10
CCOC(=O)c1[nH]c2cc(OC)c(OC)cc2c1N,.,55

New compounds follow.
Compound,RT RNaseH block,RmlC RmlD mix
Clc1ccc(CN2C3=NCCN3c3ccccc32)cc1,-3,7
CCn1c(Cc2ccccc2)nnc1SCC(=O)OC(C)C,-13,-8
Cc1cc(O)ccc1Nc1nc2ccccc2nc1Nc1ccc(O)cc1C,46,?
Cc1nnc2n1NC(c1ccc(Cl)cc1)C(C(=O)N1CCC(C)CC1)S2 (centres undefined),2,2
O=C(/C=C/c1ccccc1)c1ccccc1,-42,10
O=C(NCc1nc2ccccc2[nH]1)c1cccs1,-6,-14
Cn1cc(S(=O)(=O)N2CCC(C(N)=O)CC2)c(=O)n(C)c1=O,.,7
CC(=O)OCC(OC(C)=O)C(OC(C)=O)C(OC(C)=O)C(=O)Nc1ccc(C)cc1C (centres undefined),-7,16
O=C(c1cnccn1)N(Cc1ccco1)C1(C(=O)NC2CCCCC2)CCCCC1,.,16
O=C(NCc1ccc(F)cc1)c1cc(-c2ccco2)on1,-2,-17

Screens (PubChem)
